SSB-PriA inh – inhibitors of Klebsiella pneumoniae PriA binding to SSB C-terminal tail; AlphaScreen SSBct-PriA binding, biotinylated peptide; inhibition, % at 33 µM; 430,000 compounds, 0.6% hits; AID 1272365; in the data active means inhibition mostly above about 37%, no sharp cut-off; inactive means mostly below about 20%;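 further: plate controls were negative control peptide for no effect and reference peptide for full effect; strong numbers were not always called active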
SARS 3CLpro inh – SARS-CoV 3CLpro protease inhibition; recombinant SARS-CoV 3CLpro, quenched FRET peptide cleavage; inhibition, % at 6 µM; 290,000 compounds, 0.14% hits; AID 1706; in the data active means inhibition above about 12%
CCHF vOTU inh – blocks the CCHF virus ovarian tumor domain protease | CCHFV vOTU protease, Pep-AMC fluorescence | inhibition, % at 11.5 µM | 370,000 compounds, 0.55% hits | AID 651958; in the data active means inhibition above about 30%; further: 0% = vehicle wells with enzyme and 100% = no enzyme wells
DUSP3 inh – blocks human VHR1 dual specificity phosphatase. P51452. recombinant VHR phosphatase, pNPP absorbance. inhibition, % at 13.3 µM. 290,000 compounds, 0.52% hits; in the data active means inhibition above about 50%; further: some compounds called inactive have numbers as strong as hits
Target sequence (P51452 whole entry, looked up): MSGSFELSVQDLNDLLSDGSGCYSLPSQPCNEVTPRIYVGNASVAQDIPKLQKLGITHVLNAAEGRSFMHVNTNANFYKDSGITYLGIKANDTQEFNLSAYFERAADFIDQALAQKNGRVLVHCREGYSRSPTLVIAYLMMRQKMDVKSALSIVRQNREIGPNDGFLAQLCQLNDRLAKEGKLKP
PrPC TRFRET – reduces human prion protein on the cell surface; P04156; cell surface PrPC, TR-FRET read-out; inhibition, % at 13.8 µM; 370,000 compounds, 0.43% hits; AID 720596; in the data active means inhibition above about 24%; further: 0% = median of the test wells and 100% = reference compound wells
Rv3671c protease – inhibitors of M. tuberculosis serine protease Rv3671c; P9WHR9; inhibition, % at 5.96 µM; 320,000 compounds, 0.048% hits; in the data active means inhibition above about 38%;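 further: extracellular domain of Rv3671c used as enzyme; 0% = enzyme with DMSO and 100% = no enzyme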
Target sequence (P9WHR9 whole entry, looked up, the tested form may be a part): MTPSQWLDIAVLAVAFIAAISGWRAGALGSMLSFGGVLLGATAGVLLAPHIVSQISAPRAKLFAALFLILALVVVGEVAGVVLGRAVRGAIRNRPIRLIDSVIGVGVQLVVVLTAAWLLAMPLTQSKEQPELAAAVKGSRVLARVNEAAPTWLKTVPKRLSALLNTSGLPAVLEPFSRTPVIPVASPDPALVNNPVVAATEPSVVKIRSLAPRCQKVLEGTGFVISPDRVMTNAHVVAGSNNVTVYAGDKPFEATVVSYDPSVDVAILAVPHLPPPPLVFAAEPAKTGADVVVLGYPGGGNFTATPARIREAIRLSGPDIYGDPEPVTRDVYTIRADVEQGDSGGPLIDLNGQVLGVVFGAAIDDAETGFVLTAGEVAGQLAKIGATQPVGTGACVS
MazF activator – MazEF (E. coli) toxin RNase activation | FAM/BHQ RNA-DNA oligo cleavage fluorescence, 5 h | activation, % at 20 µM | 350,000 compounds, 0.32% hits | AID 504720; in the data active means activation above about 50%
Target sequence (P0AE70 whole entry, looked up): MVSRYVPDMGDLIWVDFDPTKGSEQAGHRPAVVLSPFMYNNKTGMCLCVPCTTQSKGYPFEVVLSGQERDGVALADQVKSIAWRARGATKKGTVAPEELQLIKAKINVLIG
BoNT F protease – BoNT F light chain protease inhibition. 360,000 compounds, 0.22% hits. inhibition, % at 10 µM. Multiplex microsphere protease cleavage assay, flow cytometry; in the data active means inhibition above about 35%, passing the limit was not always enough; inconclusive means no clear call, values can overlap the other calls; further: plate controls were buffer without enzyme for full effect and enzyme alone for no effect
Anthrax LF prot – inhibitors of Bacillus anthracis lethal factor protease | P15917 | multiplex microsphere protease cleavage assay, LF | inhibition, % at 10 µM | 360,000 compounds, 0.12% hits | AID 588501; further: plate controls were buffer without enzyme for full effect and enzyme alone for no effect
BoNT A protease – BoNT A light chain protease inhibition; multiplex microsphere protease substrate cleavage, flow cytometry; inhibition, % at 10 µM; 360,000 compounds, 0.17% hits; AID 588499; further: plate controls were buffer without enzyme for full effect and enzyme alone for no effect
* = called active by the depositor; ? = inconclusive; . = not tested or not shown; & = joins results of further samples. Unless noted, no stated cut-off is given here; in the data, active means inhibition above about 30%; inconclusive means no clear call, values can overlap the other calls; inactive means below that. A portion of the library (hit frequency here may not be typical).

| Structure | SSB-PriA inh | SARS 3CLpro inh | CCHF vOTU inh | DUSP3 inh | PrPC TRFRET | Rv3671c protease | MazF activator | BoNT F protease | Anthrax LF prot | BoNT A protease |
| --- | --- | --- | --- | --- | --- | --- | --- | --- | --- | --- |
| CC(=O)N/C(=C\c1ccccc1)C(=O)OCc1ccccc1 | 4 | -1 | 6 | 6 | -3 | -16 | 3 | -13 | -3 | -3.8 |
| CC(C)CC(=O)Nc1nnc(S(=O)(=O)N2CCCCCC2)s1 | 3 | -4 | -8 | -4 | 5 | -1 | 6 | -1 | -2 | 2.6 |
| CC(C)(C)OC(=O)CC[C@@H](C(=O)N1CCN(C(=O)OC(C)(C)C)CC1)n1cc(C(CO)NC(=O)OC(C)(C)C)nn1 (some centres undefined) | -3 | 1 | 0 | 10 | -3 | -5 | -1 | -5 | 2 | 0.1 |
| Nc1c(C(=O)OCC(=O)Nc2ccc(OC(F)F)cc2)[nH]c(=O)[nH]c1=O | 2 | . | 20 | . | 2 | -13 | 6 | -9 | -2 | -0.5 |
| O=[N+]([O-])c1ccc(NCCNc2ccc([N+](=O)[O-])cc2)cc1 | 0 | . | 12 | . | -3 | . | 0 | 6 | -4 | 0.1 |
| Cc1cc(/C=N/Nc2ccc([N+](=O)[O-])cn2)c(C)n1-c1ccccc1 | . | -4 | 2 | 6 | -14 | 8 | 5 | -12 | -9 | -0.2 |
| Cc1ccc(/C=C(\C#N)C(=O)NC(C)C)o1 | -4 | 2 | 23 | 14 | -6 | 7 | -10 | 3 | -2 | -1.0 |
| N/C(=N\OC(=O)C1CCCCC1)c1cccnc1 | . | 4 | . | 24 | . | -5 | -3 | 3 | 1 | ? |
| COc1cc2c(C(=O)NCCN(C)C)cn(CC(C)C)c(=O)c2cc1OC | 4 | 0 | -8 | 29 | -1 | 9 | 3 | 1 | 3 | -1.1 |
| O=C(c1ccccc1)N1CCSC1=S | -8 | 7 | 1 | 13 | -4 | -3 | 2 | 2 | 3 | 1.3 |
| Cn1c(CN2CCOCC2)nnc1SCC(=O)Nc1cccc(C(F)(F)F)c1 | 8 | -2 | 3 | 25 | -9 | -4 | 13 | 7 | -13 | 1.1 |
| CCC(C)[C@H]1CN=C(N)N1CCc1cccc(F)c1 (some centres undefined) | -9 | . | 3 | . | -2 | -1 | 9 | -4 | -1 | -0.1 |
| CCCOP(=O)(OCCC)C(Nc1ccc(C(C)C)cc1)c1ccc([N+](=O)[O-])cc1 (centres undefined) | 8 | 1 | 0 | 10 | -3 | -2 | -3 | -1 | -7 | ? |
| CCOC(=O)C1CCCN(S(=O)(=O)c2cn(C)c(=O)n(C)c2=O)C1 (centres undefined) | -22 | -1 | -1 | 40 | 7 | 5 | 2 | -1 | -3 | 0.6 |
| Cc1c(=O)n(OCc2ccccc2F)c2ccccc2[n+]1[O-] | -9 | 2 | -1 | -11 | -17 | 3 | 0 | 1 | 1 | -1.8 |
| Cc1ccc(OCCNS(=O)(=O)c2ccc(N3CCCC3=O)cc2)cc1C | 3 | 2 | -6 | 8 | 21 | -2 | 3 | -10 | 0 | -0.4 |
| O=S(=O)(c1cccc2nonc12)N1CCN(c2cccc(Cl)c2)CC1 | -15 | 2 | 4 | 21 | -8 | -6 | 3 | -15 | -1 | -0.2 |
| COc1ccc(Nc2nc(Cl)c(C=O)s2)cc1 | . | -5 | . | 13 | . | -8 | . | -1 | 0 | 4.1 |
| O=C(CSc1nnc(NC(=O)c2cccc(Cl)c2)s1)NCC1CCCO1 (centres undefined) | 8 | 2 | 7 | 0 | 7 | 1 | 2 | 1 | -2 | -2.8 |
| CC(C)CN(C(=O)COC(=O)CNC(=O)c1ccccc1F)c1c(N)n(Cc2ccccc2)c(=O)[nH]c1=O | -13 | . | -5 | . | 1 | -3 | -1 | ? | 0 | 1.0 |
| CN(C)CCCN1C(=O)c2cc3ccccc3cc2C1=O | -6 | 3 | -26 | 29 | 6 | 0 | 10 | . | . | . |
| Cc1cccc(-c2cc3nc4c(c(N5CCC6(CC5)OCCO6)n3n2)CCCC4)c1 | -18 | 5 | -14 | . | -4 | -5 | -2 | -5 | -5 | -0.9 |
| CCOC(=O)CSc1nc(C)[nH]c1[N+](=O)[O-] | 3 | -3 | -2 | 9 | -6 | -8 | -5 | 3 | 0 | -0.6 |
| N#CC1=C(N2CCOCC2)/C(=C\c2ccccc2)CC1 | -44 | 3 | 2 | 26 | -7 | -8 | 2 | 1 | -1 | -0.1 |
| NCc1nc(-c2ccc(Cl)cc2)no1 | 0 | -2 | -13 | 13 | -2 | -1 | 5 | -2 | 0 | 0.3 |
| CCN(CC)CCCNC(=O)C1c2ccccc2C(=O)N1Cc1ccc(C)cc1 (centres undefined) | -8 | -1 | 2 | 18 | -8 | 9 | 10 | 7 | 0 | 0.9 |
| CC(=O)c1c(O)cc(C(C)C)n(-c2ccccc2)c1=O | 2 | -1 | 5 | -11 | 9 | -3 | 0 | 12 | 4 | 0.7 |
| COc1ccc(NC(=O)N2CCCC2C(=O)NC23CC4CC(CC(C4)C2)C3)cc1 (centres undefined) | -8 | 1 | 20 | 18 | 3 | -4 | -4 | -5 | 15 | -0.5 |
| c1ccc(-c2cc(-c3ccccc3)[n+](-c3ccccc3)c(-c3ccccc3)c2)cc1 | -2 | -2 | -5 | 97 | 20 | 0 | 14 | 2 | -2 | 0.6 |
| O=C(NCC(c1ccco1)N1CCN(c2ccccc2F)CC1)c1ccco1 (centres undefined) | 7 | . | 2 | . | -12 | -3 | 2 | 5 | -2 | -0.1 |
| Cc1ccnc(NS(=O)(=O)c2ccc(NC(=O)c3c(-c4ccccc4Cl)noc3C)cc2)n1 | -9 | 4 | 7 | -3 | 1 | 1 | 2 | 1 | ? | ? |
| CC(C)c1nc(SCC(=O)Nc2ccc(N3CCOCC3)cc2)c2ccccc2n1 | -3 | 5 | -1 | -5 | 33* | 0 | -12 | 3 | -4 | 0.0 |
| COc1ccc(C(O)c2nc(/C=C/c3ccc(C(F)(F)F)cc3)cs2)cc1 (centres undefined) | . | . | 18 | . | -1 | . | . | -5 | -6 | -0.1 |
| CC(=O)Nc1nc2ccccc2n1CCOc1ccccc1 | -10 | -4 | 14 | 18 | -3 | 0 | -1 | 3 | -3 | -1.2 |
| CCCC(=O)Nc1ccc(C(=O)Nc2nnc(COCC)s2)cc1 | -10 | 4 | -5 | 33 | -3 | 6 | 1 | -4 | -1 | 0.2 |
| O=C(NCc1ccco1)C(c1cccs1)N(C(=O)Cc1cccs1)c1ccccc1 (centres undefined) | 7 | 2 | 2 | 26 | 0 | 1 | 1 | 15 | -2 | 0.8 |
| CC(C)c1ccc(NC(=O)NC(C)c2ccc3c(c2)OCO3)cc1 (centres undefined) | 1 | 1 | 8 | 2 | 11 | -8 | 2 | 13 | 0 | 0.1 |
| CCOCc1nnc(NC(=O)c2cc(OC)c(OC)c(OC)c2)s1 | -11 | 4 | -1 | 20 | -4 | -3 | 3 | -4 | 7 | 0.3 |
| O=S(OCCN1CCOCC1)C(c1ccccc1)c1ccccc1 (centres undefined) | 13 | . | -11 | . | -4 | . | 10 | 1 | -4 | 0.3 |
| O=C(NCC(c1ccco1)N1CCCCC1)c1ccc(NS(=O)(=O)c2ccc(F)cc2)cc1 (centres undefined) | 8 | 1 | -4 | 20 | 2 | -11 | 9 | -6 | -12 | -0.9 |
| Cc1cc(Cl)ccc1OCC(=O)NCc1ccncc1 | -15 | 6 | -4 | 2 | 2 | 11 | 8 | -3 | -5 | -0.2 |
| O=C(c1ccc(F)cc1)N1CCN(c2ccc(N3CCOCC3)nn2)CC1 | -16 | -2 | -45 | 9 | -3 | -3 | 8 | -2 | 1 | 0.6 |
| COc1ccc(NC(=O)CN2CCN(CC(=O)Nc3ccc(F)cc3F)CC2)cc1 | -8 | -3 | -13 | -35 | -12 | . | 3 | -26 | 2 | -4.4 |
| CCOC(=O)C1=CN(Cc2ccco2)S(=O)(=O)N(C)C1c1ccc2ccccc2c1 (centres undefined) | -13 | . | -3 | . | 0 | . | -16 | -4 | -6 | -0.4 |
| CC(C)n1nc(C(=O)Nc2nnc(C3CC3)s2)c2ccccc2c1=O | -7 | 2 | -3 | 18 | 2 | -2 | 1 | -2 | -4 | 0.0 |
| CCS(=O)(=O)NCC(c1cccnc1)N1CCN(c2ccccc2)CC1 (centres undefined) | 9&18 | 2 | 16 | 28 | 10 | -7 | -22 | -5 | -6 | 0.3 |
| Oc1oc(-c2ccccc2Br)nc1/C=N/c1ccccn1 | . | 3 | 2 | -3 | -23 | -1 | 3 | 0 | -1 | -0.1 |
| Cc1ccc(C(=O)NNC(=O)c2cc3ccccc3cc2O)cc1 | -21 | 3 | 10 | 4 | 3 | 8 | 9 | ? | 9 | -3.4 |
| CC(C)(O)CC[C@@H](O)[C@](C)(O)C1CC[C@@]2(O)C3=CC(=O)[C@@H]4C[C@@H](O)[C@@H](O)C[C@]4(C)C3CC[C@]12C (some centres undefined) | . | . | -8 | . | 2 | 0 | 7 | -4 | -5 | -0.4 |
| O=C(/C=C/c1ccccc1[N+](=O)[O-])Nc1ccccc1 | 1 | -5 | 9 | 10 | -16 | -6 | 0 | -2 | -1 | 0.0 |
| CC(OC(=O)c1ccccc1C(=O)N(C)c1ccccc1)C(=O)Nc1ccc(C(N)=O)cc1 (centres undefined) | -3 | . | -1 | . | 5 | 5 | 8 | -482 | -63 | -310 |
| CCOCCCNC(=O)c1cc2c(=O)n3ccccc3nc2s1 | -11 | -2 | -237 | -5 | -30 | 5 | 0 | 2 | -7 | -3.2 |
| N#CC(c1ccc(Cl)nn1)c1ccccc1Cl (centres undefined) | 8 | 1 | 11 | 16 | 5 | 7 | -1 | -5 | 1 | -0.1 |
| O=Cc1cc([N+](=O)[O-])ccc1N1CCN(Cc2ccc3c(c2)OCO3)CC1 | 24 | 1 | -8 | 10 | -15 | -3 | 9 | 33 | -8 | -0.1 |
| Cc1ccc2oc(=O)c3cnn(CC(=O)N4CCCc5ccccc54)c3c2c1 | -4 | -4 | 7 | 11 | 0 | -3 | 7 | -13 | -7 | -1.0 |
| CCN(CC)CCOC(=O)c1cccc2c1-c1ccccc1C2O (centres undefined) | 3 | 1 | -17 | -5 | -1 | 15 | 3 | 3 | 1 | 0.4 |
| O=C1C=C(c2ccc(-c3ccccc3)cc2)C[C@@H](c2ccc3c(c2)OCO3)C1 | 6 | . | -10 | . | -3 | 2 | -6 | 3 | -3 | -0.1 |
| CCCC(=O)NCCCc1nc2ccccc2n1CCC | -10 | 3 | 1 | 36 | -1 | 7 | 6 | -2 | -1 | -0.8 |
| COc1ccc(CSc2nc(N3CCOCC3)c3c(c2C#N)CC(C)(C)OC3)cc1 | -11 | 4 | 6 | 9 | -6 | -3 | 2 | -14 | -2 | -1.3 |
| O=C(C(Cc1ccccc1)n1cccc1)N1CCN(c2ncccn2)CC1 (centres undefined) | -2 | -1 | -1 | 2 | 5 | -1 | -1 | 13 | -1 | 1.0 |
| S=C(Nc1ccc(Cl)cc1Cl)N1CCCCC1 | 12 | 7 | -22 | -6 | 1 | 0 | 4 | 5 | 0 | -0.2 |
| CC(=O)c1ccccc1N(C(=O)c1ccco1)C(C(=O)NC1CCCC1)c1ccc(C)cc1 (centres undefined) | 1 | -3 | 8 | 51* | 7 | 4 | 4 | -9 | 8 | 0.4 |
